Screening results deposited in PubChem BioAssay by several laboratories.
NPY Y1 blocker: antagonists of human neuropeptide Y receptor Y1 | P25929 | HEK293-CNG Y1 cells, membrane potential fluorescence; NPY at EC95, then isoproterenol | inhibition, % at 3.6 µM | actives 1% (n = 200,000);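 active = inhibition above the campaign mean inhibition of all tested compounds plus 3 SD, cut at about 20% in these data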;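 also: 0% = DMSO wells given NPY plus isoproterenol and 100% = isoproterenol alone without NPY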
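Test system: HEK293 cells co-expressing NPY Y1 receptor and cyclic-nucleotide gated channel; Also added: NPY (25 nM), isoproterenol (1 µM), Ro 20-1724 (25 µM); Compound dosing: one concentration, 3.6 µM, in 0.4% DMSO; Timing: dye 3 h, compound 60 min room temperature, stimulation 45 min; Technique: Membrane-potential fluorescent dye readout.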
NPY-Y2 PAM-ag: potentiates or activates human NPY-Y2 receptor | P49146 | activation, % at 3.6 µM | actives 0.45% (n = 220,000) | cells expressing NPY-Y2, potentiator/agonist read-out; in the data active = activation above about 27%;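 also: cells stimulated with NPY near EC25 plus isoproterenol at EC100; 0% = vehicle plus submaximal agonist and 100% = vehicle plus saturating agonist; some results beyond the cut were filed as inactive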
Target sequence (P49146 whole entry, looked up): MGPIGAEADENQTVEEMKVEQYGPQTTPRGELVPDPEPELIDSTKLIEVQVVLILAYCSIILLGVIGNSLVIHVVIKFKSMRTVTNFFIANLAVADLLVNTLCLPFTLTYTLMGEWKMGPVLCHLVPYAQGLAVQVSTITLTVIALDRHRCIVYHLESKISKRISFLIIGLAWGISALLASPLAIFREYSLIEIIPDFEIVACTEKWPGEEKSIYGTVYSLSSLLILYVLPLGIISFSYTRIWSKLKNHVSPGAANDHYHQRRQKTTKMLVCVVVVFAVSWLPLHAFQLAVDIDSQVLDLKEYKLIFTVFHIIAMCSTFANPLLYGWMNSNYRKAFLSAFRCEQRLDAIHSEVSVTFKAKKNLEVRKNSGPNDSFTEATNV
S1P4 ag: agonists of human S1P4 receptor; O95977; S1P4-expressing cell line, agonist reporter assay; activation, % at 4.98 µM; actives 0.35% (n = 220,000); in the data active = activation above about 11%;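 also: 0% = DMSO vehicle and 100% = reference agonist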
EP2 modulator: EP2 receptor (human) modulation; P43116; EP2-expressing cells, cAMP HTRF FRET, PGE2 co-stimulation; induction, % at 25 µM; actives 0.83% (n = 260,000);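 active = compounds whose cAMP rise, as percent of the full-agonist control response, exceeds 60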;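 also: rat C6 glioma line stably carrying human EP2 under a CMV promoter; the protocol text gives 20 µM as final concentration; 100% = response of wells given 1 µM PGE2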
Target sequence (P43116 whole entry, looked up): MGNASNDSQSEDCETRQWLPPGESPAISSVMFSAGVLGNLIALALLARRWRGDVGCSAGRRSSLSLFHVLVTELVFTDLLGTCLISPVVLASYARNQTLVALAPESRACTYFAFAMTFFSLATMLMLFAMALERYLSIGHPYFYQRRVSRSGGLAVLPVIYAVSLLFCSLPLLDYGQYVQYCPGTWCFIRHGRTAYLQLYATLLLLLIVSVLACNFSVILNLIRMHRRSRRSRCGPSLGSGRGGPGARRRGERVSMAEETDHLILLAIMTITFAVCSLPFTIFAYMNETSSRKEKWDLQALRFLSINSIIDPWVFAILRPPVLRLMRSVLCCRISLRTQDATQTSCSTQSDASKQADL
CHOP inhibitor: blocks CHOP induction under ER stress. CHO-K1 CHOP-promoter luciferase, tunicamycin-induced, 15-18 h. actives 3.8% (n = 220,000). inhibition, % at 10 µM;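 active = compounds that reduced the stress-induced luciferase reporter signal by more than about 70% of percent inhibition, limit read from the data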;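 also: 0% = tunicamycin plus vehicle and 100% = wells without tunicamycin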
S1P4 antag: human S1P4 receptor antagonism | O95977 | S1P4-expressing cells, antagonist mode, reporter read-out | inhibition, % at 4.98 µM | actives 0.26% (n = 220,000); in the data active = inhibition above about 29%;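 also: 0% = wells stimulated with agonist and 100% = vehicle wells without agonist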
TRPN1 ag: activates the zebrafish TRPN1 channel. HEK293 zebrafish TRPN1-YFP, Fluo-8 calcium fluorescence; 100% = response to 87 µM carbachol. actives 0.18% (n = 220,000). activation, % at 3 µM;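 active = activation above its plate's cutoff, the mean activation of test wells on that plate plus 3 SD, cut at about 19% in these data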;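 also: 0% = DMSO alone and 100% = 87 µM carbachol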
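Material: zebrafish TRPN1-YFP in HEK293 cells; Doses: single test compound dose, 3 µM nominal, 0.3% DMSO; Timing: dye loading 1 h at 37 °C, then 30 min room temperature; Technique: intracellular calcium fluorescence with Fluo-8; Benchmarks: high carbachol 87 µM, low DMSO alone.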
TRPML3 agonist: agonists of human TRPML3 channel | Q8TDD5 | HEK293 TRPML3-YFP, Fluo-8 calcium fluorescence; 100% = the carbachol control signal | activation, % at 3 µM | actives 0.29% (n = 220,000) | AID 1448;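 active = activation above its plate's cutoff, the mean activation of the plate's test wells plus 3 SD, cut at about 12% in these data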;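 also: 0% = DMSO only wells and 100% = carbachol wells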
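Test system – HEK293 line with stable expression of human TRPML3-YFP channel · Control set – carbachol 87 µM final as high control (100%), DMSO as low control (0%) · Signal – Fluo-8 calcium dye fluorescence, ex 470-495, em 515-575 nm · Incubation – 1-h 37 °C dye load, 5-s basal, 120-s post-compound reads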
NPY1 pot ag: human NPY-Y1 potentiation or agonism, primary screen. P25929. NPY-Y1 expressing cells, potentiator/agonist activation. activation, % at 3.6 µM. actives 0.37% (n = 220,000). AID 1304; in the data active = activation above about 33%, passing the limit was not always enough;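 also: cells stimulated with NPY at EC10 then isoproterenol at EC100; 0% = low agonist plus stimulus and 100% = saturating agonist plus stimulus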
* hit, by the source's call; x = no result given; & = joins results of further samples. An excerpt (hit frequency here may not be typical).

SMILES	NPY Y1 blocker	NPY-Y2 PAM-ag	S1P4 ag	EP2 modulator	CHOP inhibitor	S1P4 antag	TRPN1 ag	TRPML3 agonist	NPY1 pot ag
O=P(C(c1ccc2c(c1)OCO2)N1CCOCC1)(N1CCOCC1)N1CCOCC1 (configuration not stated)	0	-2	2.8	6	-11	-11	-0.9	0.4	6
CCC(C)N1Cc2ccccc2C1=N (configuration not stated)	1	-12	1.0	-2	-2	-14	-1.2	-0.2	-13
Cc1cc(/C=C2/C(=O)NC(=O)N(c3ccccc3)C2=O)c(C)n1-c1ccc(F)cc1	-4	11	0.2	x	x	-17	-1.3	0.0	4
CN(C(=O)Oc1ccc(Cl)c2cccnc12)c1ccccc1	3	12	0.5	4	7	-22	1.7	1.5	9
O=C(CN1CCCC1=O)NCCc1ccccc1	-2	-3	0.3	-5	20	-13	0.3	0.9	-12
CCN1c2nc3c(C)cccn3c(=O)c2CC2(C(=O)N(C)C(=O)N(C)C2=O)C1C (configuration not stated)	7	-7	-0.8	7	6	-1	1.2	1.5	7
CSCc1nnc2n1-c1ccc(Cl)cc1C(c1ccccc1)=NC2	1	4	-2.0	3	3	3	-1.7	0.8	-8
CCn1c(=O)n(CC(=O)N2CCC3(CC2)OCCO3)c(=O)c2ccccc21	-8	12	3.2	16	49	4	-0.2	0.2	-2
CCOC(=O)c1ccc(N2C(=O)CC(N3CCC(C#N)(c4ccccc4)CC3)C2=O)cc1 (configuration not stated)	0	3	-2.3	11	37	9	2.2	0.5	-21
Cc1nn(Cc2ccccc2Cl)c(C)c1C(=O)OCC(=O)NC1CCCC(C)C1C (configuration not stated)	-2	-13	-0.8	3	44	-7	0.8	0.1	-23
Cc1cccc(N2C(=O)NC(=O)/C(=C\c3cc(C)n(-c4sc5c(c4C#N)CCCC5)c3C)C2=O)c1C	12	13	1.4	1	22	3	0.9	0.3	-14
C[C@H]1O[C@@H](O[C@H]2[C@@H](O)C[C@H](O[C@H]3[C@@H](O)C[C@H](O[C@H]4CC[C@@]5(C)[C@H](CC[C@@H]6[C@@H]5CC[C@]5(C)[C@@H](C7=CC(=O)OC7)CC[C@]65O)C4)O[C@@H]3C)O[C@@H]2C)C[C@H](O)[C@@H]1O	51*	-18	-0.6	16	25	9	2.6	0.3	-82
Cc1nc2c(c(=O)[nH]1)C(c1ccccc1Cl)c1c(c3ccccc3oc1=O)O2 (configuration not stated)	x	5	-0.6	15	-8	13	0.8	0.4	8
CC(C)(C)C(O)C(Oc1ccc(Cl)cc1)n1cncn1 (configuration not stated)	-3	-10	2.0	9	11	4	-0.4	-0.3	6
COc1ccc(OCC(=O)N2CCN(Cc3ccc(SC)cc3)CC2)cc1	-1	2	-0.1	-54	34	-9	6.2	3.9	16

In the list so far, two have a carbonyl joined to an NH by a bond outside any ring.
SMILES	NPY Y1 blocker	NPY-Y2 PAM-ag	S1P4 ag	EP2 modulator	CHOP inhibitor	S1P4 antag	TRPN1 ag	TRPML3 agonist	NPY1 pot ag
O=C(CN1CCCC1=O)NCCc1ccccc1	-2	-3	0.3	-5	20	-13	0.3	0.9	-12
Cc1nn(Cc2ccccc2Cl)c(C)c1C(=O)OCC(=O)NC1CCCC(C)C1C (configuration not stated)	-2	-13	-0.8	3	44	-7	0.8	0.1	-23

Next entries follow.
SMILES	NPY Y1 blocker	NPY-Y2 PAM-ag	S1P4 ag	EP2 modulator	CHOP inhibitor	S1P4 antag	TRPN1 ag	TRPML3 agonist	NPY1 pot ag
O=C(c1ccccc1F)c1cn(CC(=O)N2CCCC2)c2ccccc12	-1	6	4.1	-6&27	24	15	-0.6	0.2	2
CCOc1ccc(C2C(C#N)=C(N)Oc3c2c(=O)oc2ccccc32)cc1 (configuration not stated)	1	-5	-1.4	9	-2	-8	1.3	-0.4	-2
CC(=NCc1ccco1)c1c(O)n(-c2ccccc2)c(=O)[nH]c1=O	4	5	-1.4	12	18	-20	-0.9	0.2	9
CC12CN3CCN(CC(C3)/C1=N/NC(N)=O)C2	x	3	1.0	0	-2	1	0.7	-0.2	0
Brc1ccc2[nH]cc(/C=N/N3CCCCC3)c2c1	-7	12	1.2	-48	62	-17	0.3	1.1	26
N=c1sc2c(n1Cc1ccccc1)CCCC2	11	-15	0.8	-2	23	5	0.3	0.7	-6
COc1ccc2[nH]cc(CCN=C(N)N)c2c1	-4	19	2.8	10	1	0	0.0	0.9	20
N=C1C(c2ccccc2)=C(O)CN1Cc1ccco1	5	3	-2.2	-1	57	10	0.2	0.5	-3
O=C1OCCC1NC1=NCCC1 (configuration not stated)	5	6	-1.0	13	-10	-11	-0.5	0.5	-15
O=C(OCC(=O)c1ccc([N+](=O)[O-])cc1)/C(=C\c1ccc(Cl)cc1)NC(=O)c1ccccc1	-2	-6	-2.2	24	26	15	0.8	-0.5	-18
CC(C)N1CCN(Cc2cc3c(cc2Cl)OCO3)CC1CCO (configuration not stated)	x	-14	0.8	13	-18	-16	0.4	1.2	9
COCCNCCOc1ccc(C(C)(C)c2ccccc2)cc1	2	-10	0.2	-6	-22	16	1.3	1.1	-30
COc1ccc(C(=O)C2CCCN(Cc3cnc(C)s3)C2)c(OC)c1 (configuration not stated)	-1	12	0.1	-37	19	-10	3.1	2.2	-8
CN(C)C(=O)Oc1cccc(-c2cn3cc(Cl)ccc3n2)c1	0	5	-0.9	-47	-3	-14	0.0	-0.3	6
CCN1CC2([N+](=O)[O-])CC=C(Cl)C([N+](=O)[O-])(C1)C2 (configuration not stated)	-3	-9	0.0	15	-18	-3	0.2	1.1	2

One compound at a time, from the list above. Values in the order: NPY Y1 blocker, NPY-Y2 PAM-ag, S1P4 ag, EP2 modulator, CHOP inhibitor, S1P4 antag, TRPN1 ag, TRPML3 agonist, NPY1 pot ag
O=C1OCCC1NC1=NCCC1 (configuration not stated) as listed: 5, 6, -1.0, 13, -10, -11, -0.5, 0.5, -15
CC12CN3CCN(CC(C3)/C1=N/NC(N)=O)C2 as listed: x, 3, 1.0, 0, -2, 1, 0.7, -0.2, 0

Continuation:
SMILES	NPY Y1 blocker	NPY-Y2 PAM-ag	S1P4 ag	EP2 modulator	CHOP inhibitor	S1P4 antag	TRPN1 ag	TRPML3 agonist	NPY1 pot ag
CCCCn1c(N)c(C(=O)OCC2CCCO2)c2nc3ccccc3nc21 (configuration not stated)	6	-3	2.2	23	17	-19	-0.9	-1.4	-7
CCCCn1c(O)c(C(C)=NCc2cc(OC)cc(OC)c2)c(=O)[nH]c1=O	3	-12	0.8	-13	7	8	0.2	-0.5	-17
ON1C2CCCCC2N(O)C1c1ccccc1F (configuration not stated)	0	4	-0.5	32	8	-2	0.1	0.0	23
CCOC(=O)C1CCN(C(C)C(=O)c2c(C)[nH]c3cc(C)ccc23)CC1 (configuration not stated)	-4	3	0.6	-22	-2	6	-0.5	0.0	-2
CCC(=NCc1cccnc1)c1c(O)n(-c2ccccc2)c(=O)[nH]c1=O	x	10	0.4	-13	-15	7	1.1	0.5	-8
C=Cn1ccnc1P(=S)(c1c(C)nn(-c2ccccc2)c1C)c1nccn1C=C	-2	-1	-0.8	18	25	-3	3.3	-0.1	-2
Cc1cccc(N2C(=O)NC(=O)/C(=C\C=C\c3ccco3)C2=O)c1	x	-31	2.5	-109	18	-3	2.2	2.4	4
COc1cc2c(cc1OC)CN(c1ccc([N+](=O)[O-])c(C(F)(F)F)c1)CC2	0	5	3.5	10	26	14	0.9	0.4	6
Cc1ccc(N2C(=O)NC(=O)/C(=C/C=C/c3ccco3)C2=O)cc1	8	-2	-0.7	-11	101*	-5	2.1	2.4	-8
N#CC(C#N)=Cc1ccc(C=C(C#N)C#N)cc1	x	9	1.5	-42	-32	-17	0.7	0.4	-12
O=C(CN1C(=O)CN=C(c2ccccc2)c2ccccc21)NCc1ccco1	4	-5	-2.8	-16	16	-5	0.6	0.8	-6
Cc1ccc(N2C(=O)NC(=O)/C(=C/c3ccc(OC(=O)c4cccs4)cc3)C2=O)cc1	-4	1	-0.5	-30	-2	2	-1.6	-0.2	3
Nc1ccc(S(=O)(=O)N2CC3CC(C2)c2cccc(=O)n2C3)cc1 (configuration not stated)	-4	-1	-1.0	9	25	1	-0.3	0.2	-14
CCC(=NCCO)c1c(O)n(-c2ccc(Cl)cc2)c(=O)[nH]c1=O	5	-6	1.2	3	53	-6	1.3	0.7	14
CCOP(=O)(OCC)C(NC(=O)c1cccc2ccccc12)C(Cl)(Cl)Cl (configuration not stated)	-3	6	-0.2	-3	-2	-4	-2.5	-0.5	-8

Next section, starting with the last four of the part before.
SMILES	NPY Y1 blocker	NPY-Y2 PAM-ag	S1P4 ag	EP2 modulator	CHOP inhibitor	S1P4 antag	TRPN1 ag	TRPML3 agonist	NPY1 pot ag
Cc1ccc(N2C(=O)NC(=O)/C(=C/c3ccc(OC(=O)c4cccs4)cc3)C2=O)cc1	-4	1	-0.5	-30	-2	2	-1.6	-0.2	3
Nc1ccc(S(=O)(=O)N2CC3CC(C2)c2cccc(=O)n2C3)cc1 (configuration not stated)	-4	-1	-1.0	9	25	1	-0.3	0.2	-14
CCC(=NCCO)c1c(O)n(-c2ccc(Cl)cc2)c(=O)[nH]c1=O	5	-6	1.2	3	53	-6	1.3	0.7	14
CCOP(=O)(OCC)C(NC(=O)c1cccc2ccccc12)C(Cl)(Cl)Cl (configuration not stated)	-3	6	-0.2	-3	-2	-4	-2.5	-0.5	-8
CCN(CC)CCCN=Cc1c(O)n(CCc2ccc(OC)c(OC)c2)c(=O)[nH]c1=O	6	6	-0.1	-7	-10	-19	1.9	0.7	13
N#Cc1ccccc1NC(=O)CN1CC=C(c2ccccc2)CC1	4	6	1.9	-83	25	3	-2.2	0.9	8
C=CCN(c1ccc(C(=O)N(CC)CC)cc1)S(C)(=O)=O	-1	-17	-2.7	-7	-2	-2	-0.1	0.1	-16
COC(=O)c1c(C)n(Cc2ccco2)c2ccc(O)cc12	6	-23	-2.1	4	19	-9	0.0	0.0	-4
CCc1ccc(-n2c(O)c(C(C)=O)c(=O)[nH]c2=O)cc1 (tested in a mixture with another compound)	x	-3	-0.1	-2	6	5	-0.7	0.2	2
CCc1ccc(NC(=O)CN2CC(c3ccccc3)CC2=O)cc1 (configuration not stated)	x	9	-0.7	-22	1	2	0.5	-0.1	-15
FC(F)=C(F)CCSc1ncn[nH]1	-4	2	-0.6	13	2	3	2.2	0.7	9
